# KCNH2 3.1 block: qHTS for Inhibitors of KCHN2 3.1: Mutant qHTS. AID 720553, 2013. U2OS KCNH2 3.1, thallium flux FluxOr; hits give low values. activity change, % (tested at about 1.8 µM). 340,000 compounds, 0.95% hits;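 active = maximum activity change below -70%; inconclusive = maximum activity change from -70% to -50%; inactive = maximum activity change above -50%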;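 also: thallium influx rate constant from kinetic fluorescence after stimulation buffer; % is scaled to controls: 0 for no effect and ±100 for the full control effect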
#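 Channel expression came from 3.1 mutant virus (1.77 x 10^8 /mL) applied to suspended U2OS cells for 4 h. Flux was tracked with FluxOr dye plus Red40 quencher, and kinetic rate constants normalized to controls.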
# Giardia killer: Small Molecules that selectively kill Giardia lamblia: qHTS. 340,000 compounds, 0.15% hits. Giardia lamblia trophozoite viability. activity change, % at 7.66 µM, hits read low; in the data active = activity change below about -80%; inconclusive = between about -30% and that limit;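 also: parasites exposed to compound for two days anaerobically before the ATP read; % is scaled to controls: 0 for no effect and ±100 for the full control effect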
#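 Viability, read as ATP luminescence: trophozoites at 100 cells/well, compound added, 48 hrs anaerobic at 37 deg C, then 15-30 min room-temperature development before reading.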
# Tb PFK block: qHTS Assay to Find Inhibitors of T. brucei phosphofructokinase | ATP-dependent 6-phosphofructokinase (Trypanosoma brucei brucei), O15648 | T. brucei PFK, ADP-Glo luminescence | Potency, µM (top dose mostly 57.5 µM), for inactives: at the top dose activity, negative = inhibition, most hits filed as inhibitors | 330,000 compounds, 0.17% hits | AID 485367, 2010;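 also: potency is read from the fitted curve at half-maximal effect; 0% = uninhibited 1x PFK enzyme wells and -100% = no-enzyme wells; nearly all actives have a fitted effect of over 60% in size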
# Target sequence (O15648 whole entry, looked up): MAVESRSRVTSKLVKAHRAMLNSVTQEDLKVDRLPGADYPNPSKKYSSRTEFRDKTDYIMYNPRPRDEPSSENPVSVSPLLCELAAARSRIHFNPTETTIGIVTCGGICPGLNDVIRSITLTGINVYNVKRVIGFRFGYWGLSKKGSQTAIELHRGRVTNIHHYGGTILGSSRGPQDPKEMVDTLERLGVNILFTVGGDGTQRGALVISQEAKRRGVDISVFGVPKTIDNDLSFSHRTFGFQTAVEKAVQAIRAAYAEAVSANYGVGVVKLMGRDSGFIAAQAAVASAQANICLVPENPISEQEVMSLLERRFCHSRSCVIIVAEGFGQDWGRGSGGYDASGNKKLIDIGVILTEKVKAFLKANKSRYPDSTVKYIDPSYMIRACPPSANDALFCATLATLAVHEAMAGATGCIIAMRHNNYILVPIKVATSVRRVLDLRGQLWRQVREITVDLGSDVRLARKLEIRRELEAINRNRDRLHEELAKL
#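 ADP-Glo luminescence quantified ADP after 45 min at room temperature, with 1.25 nM T. brucei PFK, 0.1 mM ATP and 0.5 mM fructose-6-phosphate in pH 8.0 TEA buffer. qHTS titrations up to 57 µM; curves classified by quality.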
# ELG1 genotox: qHTS screen for small molecules that induce genotoxicity in human embryonic kidney (HEK293T) cells expressing luciferase-tagged ELG1. HEK293T ELG1-luciferase reporter, luminescence, 16 h. Potency, µM (doses to about 46 µM), for the others: at the top dose activity change, positive = activation, hits mostly activators. 330,000 compounds, 1.3% hits. AID 504466, 2011; also: potency is read from the fitted curve at half-maximal effect; % of control where 0% means no effect; nearly all actives have a fitted effect of over 60% in size
#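 Step 1: seed 2,000 HEK293T ELG1-luciferase cells per well. Step 2: add compound or DMSO, incubate 16 hr at 37 °C. Step 3: ONE-Glo, 30 min at room temperature, read luminescence.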
# FLuc modulator: qHTS profiling assay for firefly luciferase inhibitor/activator using purifed enzyme and Km concentrations of substrates (counterscreen for miR-21 project); purified FLuc, Km substrates, luminescence inhibition; Potency, µM (titrated, usually from 57.5 µM), for inactives: top-dose activity change, negative = inhibition, actives largely listed as inhibitors; 360,000 compounds, 6.9% hits; AID 588342, 2011; Luciferin 4-monooxygenase (Photinus pyralis), P08659;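 also: potency is read from the fitted curve at half-maximal effect; plate controls were vehicle for no effect and reference inhibitor for full effect; nearly all actives have a fitted effect of over 55% in size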
#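 Purified P. pyralis luciferase (10nM final) with 10uM D-luciferin and 10uM ATP (Km levels) in 50mM Tris acetate pH 7.5, 10mM Mg acetate, 0.01% Tween-20, 0.05% BSA; qHTS 6-point titration, ~60 µM downward; luminescence read.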
# uPA surface inh: qHTS for Inhibitors of Cell Surface uPA Generation | cell surface uPA generation assay, qHTS | Potency, µM (doses to about 38.3 µM), for the others: top-dose activity change, negative = inhibition, hits mostly inhibitors | 330,000 compounds, 0.31% hits | AID 540303, 2011; active = well fitted inhibition curve with a large enough effect; inconclusive = small, poorly fitted or top-dose-only effect; inactive = no such curve, though single readings can be large or run the other way; tested in mouse RAW 264.7 cells; also: potency is read from the fitted curve at half-maximal effect; % is scaled to controls: 0 for no effect and ±100 for the full control effect; nearly all actives have a fitted effect of over 55% in size
# RORg inh: qHTS for inhibitors of ROR gamma transcriptional activity. Drosophila S2 Gal4-RORgamma UAS-luciferase reporter, 20 h. 310,000 compounds, 5.4% hits. Nuclear receptor ROR-gamma (Mus musculus), P51450. AID 2551, 2010. Potency, µM (highest dose often 53.6 µM), for inactives: top-dose activity change, negative = inhibition, hits mostly inhibitors; also: potency is read from the fitted curve at half-maximal effect; % is scaled to controls: 0 for no effect and ±100 for the full control effect; nearly all actives have a fitted effect of over 60% in size
# Target sequence (P51450 whole entry, looked up, the tested form may be a part): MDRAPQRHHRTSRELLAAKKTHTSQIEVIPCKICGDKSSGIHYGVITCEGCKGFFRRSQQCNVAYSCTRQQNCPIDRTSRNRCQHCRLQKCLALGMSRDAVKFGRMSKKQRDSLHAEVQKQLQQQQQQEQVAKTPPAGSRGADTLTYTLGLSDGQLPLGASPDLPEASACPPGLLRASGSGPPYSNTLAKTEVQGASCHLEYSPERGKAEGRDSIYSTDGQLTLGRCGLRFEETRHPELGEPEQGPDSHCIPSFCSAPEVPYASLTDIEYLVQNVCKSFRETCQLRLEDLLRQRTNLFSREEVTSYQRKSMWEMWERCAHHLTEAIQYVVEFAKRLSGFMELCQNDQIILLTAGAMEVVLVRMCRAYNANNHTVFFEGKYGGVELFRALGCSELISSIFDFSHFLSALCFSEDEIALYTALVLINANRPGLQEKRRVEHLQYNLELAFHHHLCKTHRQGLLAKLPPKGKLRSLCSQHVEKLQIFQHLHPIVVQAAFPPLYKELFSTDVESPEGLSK
#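 Compounds are pin-transferred onto Drosophila Schneider cells expressing a copper-inducible Gal4–ROR gamma transactivation domain fusion. After 1 hr, copper sulfate is added to 700 uM final; luciferase is read 20 hr later.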
# NPC1 promoter act: qHTS Assay for NPC1 Promoter Activators | Potency, µM (doses to about 9.22 µM), for the others: at the top dose activation, hits mostly activators | AID 485313, 2010 | 320,000 compounds, 2.4% hits | Huh7 NPC1 promoter luciferase reporter, 24 h;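 also: potency is read from the fitted curve at half-maximal effect; % of control where 0% means no effect; nearly all actives have a fitted effect of over 60% in size; reporter is driven by a mutant NPC1 promoter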
#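 In 1536-well qHTS, Huh7 cells harboring an NPC1 promoter–luciferase construct received compound for 24 h; activation was quantified by luminescence following luciferase reagent addition.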
# FBPA coupling cs: qHTS Assay for Inhibitors of Fructose-1,6-bisphosphate Aldolase from Giardia Lamblia: Coupling assay counterscreen; coupling enzyme system counterscreen, AmpLite Red fluorescence; activity change, negative = inhibition, % at 58.2 µM, hits read low; 290,000 compounds, 0.67% hits; AID 2472, 2010; in the data active = activity change below about -30%; also: % is scaled to controls: 0 for no effect and ±100 for the full control effect
#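 Final compound at 57.5 uM, incubated 10 min at RT with coupling enzyme reagent (glyceraldehyde-3-phosphate), then 20 min with substrate and AmpLite Red detection. Fluorescence read at 525/598 nm; tests interference with the coupling assay, not aldolase inhibition.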
# VP16 counter: VP16 counterscreen qHTS for inhibitors of ROR gamma transcriptional activity. 310,000 compounds, 3.5% hits. Potency, µM (doses to about 53.6 µM), inactives show at the top dose activity, negative = inhibition, most hits filed as inhibitors. Drosophila S2 Gal4-VP16 UAS-luciferase, luminescence, 20 h;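 also: Gal4-VP16 expression switched on by copper sulfate through the metallothionein promoter; potency is read from the fitted curve at half-maximal effect; % is scaled to controls: 0 for no effect and ±100 for the full control effect; nearly all actives have a fitted effect of over 50% in size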
# Rab9 prom act: qHTS Assay for Rab9 Promoter Activators | Huh7 Rab9 promoter-luciferase reporter, luminescence, 24 h | Potency, µM (top dose mostly 9.22 µM), without a hit: top-dose activation, negative = inhibition, actives largely listed as activators | 320,000 compounds, 2.8% hits | AID 485297, 2010; also: potency is read from the fitted curve at half-maximal effect; % of control where 0% means no effect; nearly all actives have a fitted effect of over 60% in size
#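 Huh7 cells stably carrying Rab9 promoter–luciferase reporter, plated 1500 cells/well, compound added after 2 h and incubated 24 h at 37 °C; luciferase luminescence then read after 10 min with detection reagent.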
# The depositor's hits bear a star; ? = inconclusive; · = not tested or not shown; [ ] = another dose, or the depositor's remark. Unless noted, calls follow the shape of the dose curve; as a rule, active = well fitted curve in the direction sought with a large enough effect; inconclusive = small, poorly fitted or top-dose-only effect, or another doubt; inactive = no such curve, though single readings can be large; an effect the other way counts as inactive or inconclusive.
SMILES,KCNH2 3.1 block,Giardia killer,Tb PFK block,ELG1 genotox,FLuc modulator,uPA surface inh,RORg inh,NPC1 promoter act,FBPA coupling cs,VP16 counter,Rab9 prom act
CC1(C)NC(=O)N(CCOCCOc2c(Cl)cc(Cl)cc2Cl)C1=O,-0.3,7.3,-1.2%,0.7%,0.1%,3.4%,19.8%,-1.9%,1.8,3.6%,-3.2%
CCC(O)C1CCN(C(=O)c2ccc(OC3CCN(Cc4ccccn4)CC3)cc2)CC1 (stereo unspecified),0.3,-22.7,-8.8%,-0.1%,-1.9%,?,-21.0%,-16.4%,·,-3.8%,-1.5%
Cn1nccc1C(=O)NC1CCCc2c1cnn2-c1ccccc1F (stereo unspecified),9.7,1.9,-4.5%,-5.7%,-0.2%,?,?,-31.8%[inhibitor],·,1.41µM*,-42.7%[inhibitor]
c1ccc2occc2c1,-5.7,30.5[activator],-0.8%,-1.3%,·,6.8%,-9.4%,·,·,1.5%,·
CCNc1nc(NC(C)C)nc(NC(C)(C)C)n1,6.8,-26.5,-0.1%,-4.9%,-11.9%,?,3.2%,-3.4%,0.2,-10.6%,-10.5%
O=C1/C(=C\Nc2ccc(Cl)cc2)CCN1c1ncccn1,3.9,-3.5,10.5%,?,4.78µM*,-7.2%,11.4%,2µM*,-10.1,-3.0%,0.891µM*
O=c1[nH]c(CNCc2cccnc2)nc2ccccc12,-10.9,4.0,-9.3%,1.1%,0.2%,2.7%,-28.9%,-0.6%,-1.5,-22.5%,-3.5%
CC(NC(=S)NC(=O)c1cccs1)c1ccccc1 (stereo unspecified),-6.7,-11.3,-3.0%,0.2%,·,-1.3%,·,·,·,·,·
Cc1ccc2sc(NC(=O)CN3C(=O)c4ccccc4C3=O)nc2c1C,-10.1,-8.4,-3.8%,-0.6%,0.6%,-7.8%,4.3%,0.3%,-0.1,-13.4%,-9.2%
CC(C(=O)Nc1ccc2c(c1)OCO2)c1ccc([N+](=O)[O-])cc1 (stereo unspecified),3.5,3.3,-4.1%,-2.2%,-0.4%,4.0%,?,-2.9%,2.0,-4.5%,-6.7%
CC(C)(C)NC(=O)Cn1c(SCC(N)=O)nc2ccccc21,-89.5*,9.0,0.2%,0.9%,0.6%,5.8%,-0.3%,-1.8%,0.9,0.7%,-8.8%
COc1cc(NC(=O)COC(=O)CNC(=O)C23CC4CC(CC(C4)C2)C3)cc(OC)c1,8.6,-0.4,12.5%,-3.9%,-12.4%,-14.1%,·,-1.0%,·,·,10.3%
COc1cc(-c2c(-c3ccc4c(c3)OCO4)noc2C)ccc1F,-29.6,-8.2,-4.8%,4.6%,-5.8%,?,-12.6%,-14.5%,4.9,?,-0.5%
O=C(NC(c1ccccc1)c1ccccc1)C1CCCN(S(=O)(=O)c2cnc[nH]2)C1 (stereo unspecified),-2.8,-2.2,-2.0%,-0.2%,0.5%,3.0%,2.0%,-1.7%,4.1,15.5%,-1.1%
O=C(Nc1ccc(F)cc1F)c1ccc(COc2c(F)c(F)cc(F)c2F)o1,-1.8,-11.7,-1.3%,6.3%,1.5%,0.0%,-20.9%,-4.1%,-0.7,2.5%,-2.1%
O=c1[nH]c(SCc2nc3ccccc3c(=O)n2-c2ccccc2)nc2ccccc12,11.6,-7.8,?,-2.9%,-0.3%,3.2%,15.6%,-7.6%,-2.1,-6.6%,-2.8%
CCOC(=O)c1nnn2c1nc(N(CC)CC)c1ccccc12,-2.6,9.1,-1.3%,-4.5%,-1.6%,0.9%,6.1%,-1.5%,-0.2,8.9%,-1.5%
S=C(NCc1ccc2c(c1)OCO2)NC1CCN(Cc2ccccc2)CC1,-3.2,-3.5,-11.4%,-1.1%,3.4%,0.8%,?,1.0%,-0.3,?,-2.7%
O=C(O)c1cc(-c2cccnc2)nn1-c1ccccn1,7.3,16.9,2.7%,-0.2%,-0.8%,1.3%,-14.5%,1.6%,2.9,-0.8%,-7.4%
Cc1ccc(S(=O)(=O)n2ccc3c(OCCOCCNCc4ccc(F)cc4)cccc32)cc1,-3.4,5.6,-4.2%,?,-0.8%,-18.5%,-89.0%,0.1%,-0.9,?,-5.6%
O=C(NCc1ccccc1)C1=C[C@H](c2csc3ccccc23)C[C@H](OCCCCO)O1,1.2,-9.7,-0.2%,-13.3%,1.5%,?,?,-3.2%,-5.0,20.1%,-1.2%
Clc1ccc(CSc2ncn[nH]2)cc1,11.4,3.2,-7.6%,-1.5%,-14.0%,-0.7%,6.5%,-2.4%,-1.1,2.5%,4.2%
COc1ccc(S(=O)(=O)Nc2ccc3c(c2)n(C)c(=O)n3C)cc1OC,-44.4,15.5,9.5%,?,1.9%,-13.6%,-29.8%,2.1%,2.2,-3.0%,0.9%
CS(=O)(=O)N1CCC(C(=O)NCc2ccncc2)CC1,6.5,18.3,2.1%,0.9%,7.5%,-3.1%,-12.6%,-1.8%,2.1,-3.5%,-8.0%
COc1ccc(Cl)cc1NC(=S)Nc1cccnc1,-25.9,-12.6,-7.9%,-0.7%,-1.7%,·,-11.0%,0.6%,1.3,-11.8%,-3.1%
O=C(ONC1=NCCCCC1)c1ccc([N+](=O)[O-])cc1,-2.6,-25.8,5.8%,-0.4%,-3.2%,-2.9%,10µM*,-3.7%,-1.0,-13.3%,0.9%
CC(=O)Oc1ccc(C)cc1-n1nc2ccccc2n1,-1.6,-3.9,2.9%,?,21.3µM*,-5.7%,-39.2%,2.82µM*,-0.4,-16.6%,4.47µM*
CCCc1nc2ccc(NC(=O)c3cccs3)cc2c(=O)n1Cc1ccc(Cl)cc1,11.2,-0.5,3.7%,-4.0%,3.8%,10.3%,?,-2.3%,-1.4,-17.3%,14.0%
CCn1[nH]c(=O)c(=Nc2c(C)n(C)n(-c3ccccc3)c2=O)cc1-c1ccc(Cl)cc1,-2.5,-9.7,0.1%,0.1%,5.5%,2.1%,29.5%,-1.1%,-4.3,-9.5%,-5.6%
Cc1cc2ncn(CCC(=O)NC(C)(C)C)c2cc1C,14.8,19.5,-0.7%,-1.0%,-3.4%,3.1%,17.2%,-0.7%,-10.8,-5.2%,-6.2%
CCCc1ccc(Oc2cn[nH]c2-c2ccc(O)cc2O)cc1,9.5,15.9,5.2%,-1.8%,0.7%,·,15.8µM*,-4.0%,-0.3,-26.8%,-3.3%
CN1CCN(Cc2nc3c(c(=O)[nH]c(=O)n3C)n2Cc2c(F)cccc2Cl)CC1,-3.5,26.7,-13.8%,-8.4%,-30.6%,-8.8%,20.8%,-2.5%,4.0,0.7%,-13.9%
CC1CCCC(NC(=O)CCCn2ncn3c(cc4occc43)c2=O)C1C (stereo unspecified),4.4,10.9,-2.3%,1.2%,-1.5%,-0.4%,9.8%,-2.7%,1.3,-4.5%,0.0%
COc1ccc(CN2CCCC(CO)(Cc3ccc(F)cc3)C2)c(OC)c1OC (stereo unspecified),?,11.6,0.3%,-7.6%,0.3%,-8.8%,-9.1%,-5.6%,1.2,-2.4%,-9.7%
CC1CCN(C(=O)CN2c3cccc4cccc(c34)S2(=O)=O)CC1,2.8,24.9,-0.6%,-6.6%,1.3%,-10.5%,·,-3.6%,·,·,-1.3%
CC1CC(NC(=O)c2cnc3n(c2=O)CCS3)CC(C)(C)C1 (stereo unspecified),-2.9,0.6,1.5%,-4.5%,2.0%,16.4%,36.5%,-1.6%,-1.3,4.9%,-11.8%
COc1ccccc1C(=O)NCCC(=O)NC1=NCCS1,-9.0,?,2.0%,2.1%,0.0%,5.3%,·,-0.7%,·,·,0.8%
Cc1cc(C)c(C(=O)/C=C/c2cccc3ccccc23)c(=O)[nH]1,26.7,-5.3,-1.0%,-16.3%,-0.9%,-9.0%,?,-10.1%,-0.6,12.6µM*,-21.0%

# Screening results deposited in PubChem by National Center for Advancing Translational Sciences (NCATS).
